phage Ecoli inh – E. coli growth loss with phage present; actives 0.26% (n = 360,000); growth absorbance; inhibition, % at 11.9 µM; in the data active = inhibition above about 11%
CAL PDZ inh – blocks peptide binding to human CAL PDZ domain. AID 504414. actives 0.02% (n = 330,000). Q9HD26. purified CAL PDZ, TMR-peptide fluorescence polarization, 1 h. inhibition, % at 20 µM;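 active = highest replicate inhibition of at least 40%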;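 also: plate controls were DMSO neutral control wells for no effect and unlabeled competitor peptide control wells for full effect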
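System: purified tagged CAL PDZ domain construct (CerCALP). Schedule: 1 h incubation at room temperature before polarization reading. Medium: 25 mM sodium phosphate pH 7.4, 150 mM NaCl, TCEP, IgG, Thesit. Read-out: percent inhibition from loss of millipolarization. Measured by: FP readout, S and P plane fluorescence. Probe or stimulus: fluorescent TMR peptide probe.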
Rtt109 Vps75 – blocks Candida albicans Rtt109/Vps75 acetyltransferase activity; Q5AAJ8; purified Rtt109/Vps75, ThioGlo CoA-SH fluorescence, 4 h; inhibition, % at 34.9 µM; actives 0.16% (n = 330,000); AID 540336;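 active = inhibition of at least 50% in every replicate; inconclusive = best replicate reaches 50% inhibition but some replicates fall short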
Target sequence (Q5AAJ8 whole entry, looked up): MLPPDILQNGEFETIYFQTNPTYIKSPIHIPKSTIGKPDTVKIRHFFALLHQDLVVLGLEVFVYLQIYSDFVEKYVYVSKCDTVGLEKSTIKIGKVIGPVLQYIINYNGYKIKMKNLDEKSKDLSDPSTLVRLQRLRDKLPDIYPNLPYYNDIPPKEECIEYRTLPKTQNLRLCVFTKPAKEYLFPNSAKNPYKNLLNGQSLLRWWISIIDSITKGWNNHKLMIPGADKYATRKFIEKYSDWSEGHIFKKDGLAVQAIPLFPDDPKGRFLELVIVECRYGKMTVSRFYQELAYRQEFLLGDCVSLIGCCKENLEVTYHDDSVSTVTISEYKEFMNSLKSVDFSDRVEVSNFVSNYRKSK
DAGLB inh – blocks human DAGLB lipase activity | Q8NCG7 | HEK293T DAGLB membrane lysate, EnzChek fluorogenic substrate | inhibition, % at 5.17 µM | actives 0.059% (n = 340,000) | AID 504411; in the data active = inhibition above about 34%;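 also: 0% = enzyme with vehicle and 100% = wells lacking enzyme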
Target sequence (Q8NCG7 whole entry, looked up): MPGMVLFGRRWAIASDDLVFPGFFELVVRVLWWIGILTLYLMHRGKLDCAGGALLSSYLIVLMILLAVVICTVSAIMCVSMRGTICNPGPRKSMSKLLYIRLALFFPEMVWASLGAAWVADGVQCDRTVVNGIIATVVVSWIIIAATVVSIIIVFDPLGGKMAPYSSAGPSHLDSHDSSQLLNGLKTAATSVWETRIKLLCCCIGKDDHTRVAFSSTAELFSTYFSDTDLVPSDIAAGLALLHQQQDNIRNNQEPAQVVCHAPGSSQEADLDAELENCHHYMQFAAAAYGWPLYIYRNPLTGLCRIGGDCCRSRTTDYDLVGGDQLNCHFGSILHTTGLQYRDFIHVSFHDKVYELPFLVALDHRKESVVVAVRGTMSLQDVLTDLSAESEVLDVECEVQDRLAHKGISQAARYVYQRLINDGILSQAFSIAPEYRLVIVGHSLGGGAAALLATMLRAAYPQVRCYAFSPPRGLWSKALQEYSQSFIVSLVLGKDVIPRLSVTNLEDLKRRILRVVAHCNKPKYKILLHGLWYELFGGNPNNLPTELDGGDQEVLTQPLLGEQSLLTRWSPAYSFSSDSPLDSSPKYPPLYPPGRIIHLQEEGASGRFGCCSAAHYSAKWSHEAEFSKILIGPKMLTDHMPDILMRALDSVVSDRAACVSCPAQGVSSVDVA
PfHsp90 set2 – growth inhibition of yeast expressing Plasmodium Hsp90; inhibition, % at 9.4 µM; actives 0.32% (n = 310,000); S. cerevisiae expressing PfHsp90, BacTiter-Glo ATP, 48 h; yeast lacking PDR1 and PDR3 efflux regulators;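 active = every replicate shows inhibition above about 80%, whatever the replicate mean, limit read from the data; inconclusive = mean inhibition reaches the set limit but some replicate falls short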;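 also: 0% = DMSO neutral controls and 100% = 20 µM radicicol positive controls; yeast relying on Plasmodium falciparum Hsp90 in place of its own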
Ecoli viability – reduces bacterial viability in AddAB counter-screen; actives 0.27% (n = 330,000); inhibition, % at 11.9 µM; AID 449728; E. coli V3065 growth, OD600 absorbance, 18 h;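 active = inhibition above the campaign's mean inhibition across all tested compounds plus 3 SD, cut at about 9.9% in these data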;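 also: uninfected addAB+ strain grown without phage in ampicillin broth; 0% = DMSO wells and 100% = ciprofloxacin 0.95 µg/ml wells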
PvdQ acylase – blocks Pseudomonas aeruginosa PvdQ acylase activity. purified PvdQ acylase, fluorescence plate reader. inhibition, % at 10 µM. actives 0.063% (n = 340,000). AID 488965; in the data active = inhibition above about 30%, passing the limit was not always enough; inconclusive = no clear call, values can overlap the other calls;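 also: 0% = vehicle neutral wells and 100% = reference inhibitor wells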
Tat export inh – E. coli Tat transport inhibition | E. coli MC4100 TorA-mCherry Tat export, fluorescence | actives 0.036% (n = 340,000) | inhibition, % at 10 µM | AID 488895;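 active = mean replicate inhibition at least 50% and at least half of replicates individually reaching 50%; inconclusive = only one of the two criteria met; inactive = neither criterion met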;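 also: exported cargo escapes ClpAP degradation while cytoplasmic cargo is degraded and loses fluorescence; 0% = median of neutral control wells and 100% = median of NaSCN control wells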
Wnt act – activators of Wnt/beta-catenin signaling. Wnt/beta-catenin reporter cell assay, activator, plate reader. activation, % at 9.35 µM. actives 1.2% (n = 300,000); in the data active = activation above about 30%, passing the limit was not always enough; inconclusive = no clear call, values can overlap the other calls;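 also: 0% = neutral control wells and 100% = positive control wells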
AddAB inh – less growth of phage-infected E. coli with AddAB | E. coli expressing H. pylori AddAB, absorbance growth | inhibition, % at 11.9 µM | actives 0.29% (n = 330,000); in the data active = inhibition above about 12%;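 also: 0% = vehicle wells of infected cells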
* hit, by the source's call; u = inconclusive; x = no result given.

SMILES	phage Ecoli inh	CAL PDZ inh	Rtt109 Vps75	DAGLB inh	PfHsp90 set2	Ecoli viability	PvdQ acylase	Tat export inh	Wnt act	AddAB inh
Nc1ccc(NC2C[C@@H](C(=O)O)NC2=O)cc1 (stereo not given in full)	2.1	-2.9	x	-3	-19	-1.7	8	6	-5	4.3
CCC(C)NC(=O)c1ccc2nc(-c3ccc(OC)c(OC)c3)c(-c3ccc(OC)c(OC)c3)nc2c1 (stereo not given)	1.5	0.2	8	-2	-25	-2.6	4	-11	-1	0.2
CCOC(=O)Nc1ccc2c(CN3CCN(S(=O)(=O)c4ccccc4)CC3)cc(=O)oc2c1	2.5	-0.9	12	-3	-12	0.7	4	0	-1	2.4
COc1ccc(C)cc1NC(=O)C1CC(=O)N(Cc2ccco2)C1 (stereo not given)	-0.2	-2.4	4	2	-2	0.4	0	-1	x	0.2
C#CCOCCOCCOCCNc1nc(N2CCOCC2)nc(N2CCN(C(=O)[C@H](Cc3cc4ccccc4[nH]3)n3cc([C@@H](N)Cc4ccc(O)cc4)nn3)CC2)n1	2.2	-0.7	-1	-2	-9	-3.5	2	-14	-2	0.2
CC1CCCCN1C(=O)CSc1nc(-c2ccccc2)cn1N (stereo not given)	1.4	-1.4	-12	3	3	-2.8	-2	-1	1	-3.0
Cc1ccc(Oc2nc(C(F)(F)F)nc3ccccc23)cc1	1.8	-0.8	-3	-8	32	1.4	-5	14	x	2.5
CC1CC1C(=O)OCC(=O)NC(=O)c1ccc(C(C)(C)C)cc1 (stereo not given)	0.9	1.1	9	-3	-9	0.4	4	-3	-2	-1.6
Cc1nc(-c2nc(CC(=O)NNC(=O)c3ccc(Cl)cc3)cs2)cs1	-1.2	-0.5	-4	0	-16	0.7	-14	1	-1	-0.9
CC1CN(c2cc(=O)n(-c3ccc(Cl)cc3)c(=O)[nH]2)CC(C)O1 (stereo not given)	1.0	-1.2	-2	-2	14	x	2	-5	2	x
COc1cccc(CN2CC(C(=O)N3CCN(C(C)C)CC3)CCC2=O)c1 (stereo not given)	1.8	0.3	9	-3	-10	1.6	4	0	3	5.7
O=C(CN1CCN(c2ccccc2F)CC1)c1ccc2c(c1)OCO2	3.8	-0.6	2	-2	13	-1.4	7	-6	x	1.9
Cc1noc(C)c1S(=O)(=O)N1CCC(C(=O)Nc2ccccn2)CC1	2.7	-2.5	-4	3	11	1.6	-3	-1	4	8.9
Cc1ccccc1-n1c(SCC(=O)c2cc(C)n(C)c2C)nnc1-c1cccnc1	x	-0.7	5	1	-9	-0.8	-3	0	x	0.5
CCOC(=O)c1c(NC(N)=O)sc(C)c1C	2.3	-0.5	-20	0	-4	1.8	-10	4	x	4.1
CCn1nc(C)c(CN2CCC(n3nccc3NC(=O)Cc3ccccc3)CC2)c1C	0.1	-2.4	-6	-1	-6	1.0	-4	7	-2	1.6
Cc1c[n+](C)ccc1CC1C([N+](=O)[O-])=C[N-]c2ncnn21 (stereo not given)	3.8	-1.0	-1	-2	-6	x	-4	-4	-1	x
CC(=O)N(Cc1cccs1)Cc1cc2cc(C)c(C)cc2nc1Cl	1.6	-0.9	4	-3	-13	1.3	-15	-1	-3	1.9
Cc1ccc(S(=O)(=O)n2ccc(-c3cccc(OCc4c(F)cccc4Cl)c3)n2)cc1	1.5	0.2	7	-11	0	-2.2	12	-15	-1	-1.0
COc1cc(/C=N/NC(=O)c2ccncc2)cc2c1OCO2	-0.3	-2.1	1	-2	13	-2.6	18	-10	1	-3.9
CCOC(=O)CCCNC(=O)CN1CCC(c2nc3ccccc3s2)CC1	3.0	-2.5	40	-1	-5	-2.1	7	3	-2	0.7
Cc1noc(C)c1COc1ccccc1C(=O)NC(C)c1ccc(Cl)cc1 (stereo not given)	0.9	-0.2	8	-4	-5	2.1	-13	3	17	3.5
COC(=O)c1cc(S(=O)(=O)N2CCN(c3cccc(OC)c3)CC2)cn1C	-1.2	-0.4	0	-1	-24	-0.2	-12	3	-2	1.0
O=C(NC(=S)NCC1CCCO1)c1ccc(Cl)cc1Cl (stereo not given)	0.7	-2.2	-6	-5	16	-0.1	-4	-1	x	1.9
C[C@]12c3[nH]c4ccc(Cl)cc4c3CCN1C(=O)[C@@H](CC(=O)NCCc1ccccn1)C[C@@H]2C(=O)N1CCOCC1	1.7	-0.5	-5	-1	21	0.2	-14	-4	-1	-1.1

More structures
SMILES	phage Ecoli inh	CAL PDZ inh	Rtt109 Vps75	DAGLB inh	PfHsp90 set2	Ecoli viability	PvdQ acylase	Tat export inh	Wnt act	AddAB inh
Cc1cccc(NC(=S)N(CCN(C)C)Cc2cc3cc(C)ccc3[nH]c2=O)c1	3.5	-3.4	21	0	8	1.4	-10	0	0	4.0
Cc1ccc2[nH]c(C(=O)NN=C3CCCCC3)c(-c3ccccc3)c2c1	0.4	0.1	1	-13	x	0.8	-9	-7	2	-1.2
O=C(Nc1cccc(S(=O)(=O)N2CCCCCC2)c1)c1cc(=O)c2ccccc2o1	-1.1	-5.1	18	-5	-5	0.1	-13	5	-1	-0.1
COc1ccc(CCN(C)C(=O)c2cc(S(=O)(=O)NCc3ccccc3)ccc2C)cc1OC	-1.6	-2.0	-5	2	x	0.9	-12	0	3	-1.9
COc1ccc(S(=O)(=O)Nc2ccc(NC(C)=O)cc2)cc1Br	3.0	0.4	-6	-1	5	-0.3	-15	-5	0	0.3
COc1ccccc1NC(=O)NC1(C)CCS(=O)(=O)C1 (stereo not given)	1.4	0.0	1	0	-15	x	5	-4	-3	x
COc1ccc(OC(=O)/C=C/c2ccc([N+](=O)[O-])cc2)cc1	4.8	0.8	x	0	-4	0.3	-14	-4	-2	1.0
Cc1cc([N+](=O)[O-])cc2c1-c1ncccc1C2=Nc1ccccc1	3.3	-0.3	0	-4	-68	2.2	-18	-2	x	1.8
CN(Cc1c(C(=O)N/N=C/c2ccc(O)cc2)nnn1-c1nonc1N)C1CCCCC1	-1.0	-3.2	-19	1	-11	0.6	2	2	4	4.1
COCC(C)Nc1nc(C)c(C(C)=O)s1 (stereo not given)	4.1	0.3	-2	-1	15	-0.9	-13	4	5	2.4
CCOC(=O)C1CCN(C(=O)CCc2nnc3ccc(NCc4ccco4)nn23)CC1	1.0	-0.2	-2	1	-12	-1.7	-4	-4	3	-0.2
Nc1ncncc1-c1ccccc1Cl	0.8	0.5	-7	-2	2	x	5	0	0	x
CCOC(=O)Cc1csc(NC(=O)CSc2cc(Cl)ccc2Cl)n1	3.6	0.1	8	0	23	2.6	2	-10	-1	4.3
COC(=O)C1C(O)=C(C(C)=N)C(=O)CC1(C)C (stereo not given)	2.3	-0.5	-7	-1	-8	0.5	-7	-6	x	2.5
O=C(CN(C(=O)CCC(=O)Nc1ccccn1)C1CCCC1)NCc1ccc(F)cc1	1.9	-1.8	2	0	-4	0.4	-7	-5	0	0.6
Cc1cccc(OCc2nnc3n2CCCCC3)c1	3.0	-1.0	2	-4	x	-0.3	9	-7	4	1.5
COc1cccc(C(=O)C2CCCN(C(=O)c3ccccn3)C2)c1 (stereo not given)	1.8	1.0	-8	1	13	-1.6	-9	9	0	1.1
CC(C)=C(NC(=O)c1ccccc1)C(=O)NC(Cc1ccccc1)C(=O)O (stereo not given)	-1.5	-0.7	-4	-3	-8	-1.9	10	5	-6	2.2
C/C(=N\NC(=O)c1cccc(O)c1)c1cccc(NC(=O)c2ccc(F)cc2)c1	-0.9	-1.7	2	-2	-5	1.1	2	u	16	4.4
COc1ccccc1/C=C/C(=O)c1c2c(c(C)[nH]c1=O)CCCC2	2.9	-1.4	7	4	10	1.1	-1	-4	-7	1.8
CCOc1ccc(C(=O)CCC(=O)Nc2ccc(C)cn2)cc1	0.2	0.4	-2	2	x	-0.1	-6	-3	1	-1.6
O=C1COc2ccc(S(=O)(=O)CCC(=O)N3CCN(c4ccccc4)CC3)cc2N1	-1.4	-2.6	-3	-2	19	-1.7	-8	1	-5	4.0
CN(CC(=O)Nc1c(Cl)cccc1Cl)C(=O)c1ccncc1	1.8	-2.4	-1	0	-28	1.9	-12	-6	-1	1.5
CCN(Cc1ccccc1)S(=O)(=O)c1c(C)[nH]c(C)c1C(=O)N1CCCC1	0.5	0.6	-78	1	-2	1.5	-15	4	-5	1.9
CC1CCCN(C(=O)C(C)Nc2cc(Cl)ccc2N2CCOCC2)C1 (stereo not given)	-1.9	-1.9	-23	1	x	0.2	-10	-4	0	2.4

Looked up by compound from above (4):
SMILES	phage Ecoli inh	CAL PDZ inh	Rtt109 Vps75	DAGLB inh	PfHsp90 set2	Ecoli viability	PvdQ acylase	Tat export inh	Wnt act	AddAB inh
Cc1cc([N+](=O)[O-])cc2c1-c1ncccc1C2=Nc1ccccc1	3.3	-0.3	0	-4	-68	2.2	-18	-2	x	1.8
O=C(Nc1cccc(S(=O)(=O)N2CCCCCC2)c1)c1cc(=O)c2ccccc2o1	-1.1	-5.1	18	-5	-5	0.1	-13	5	-1	-0.1
COc1ccccc1NC(=O)NC1(C)CCS(=O)(=O)C1 (stereo not given)	1.4	0.0	1	0	-15	x	5	-4	-3	x
COc1ccc(CCN(C)C(=O)c2cc(S(=O)(=O)NCc3ccccc3)ccc2C)cc1OC	-1.6	-2.0	-5	2	x	0.9	-12	0	3	-1.9

(cont.)
SMILES	phage Ecoli inh	CAL PDZ inh	Rtt109 Vps75	DAGLB inh	PfHsp90 set2	Ecoli viability	PvdQ acylase	Tat export inh	Wnt act	AddAB inh
Cc1nc(NC(=O)COC(=O)c2cccs2)c(Cl)cc1Cl	2.4	-3.0	-2	3	x	x	-14	-5	-3	x
COc1ccc(NC(=O)CN2CCN(c3ccc(F)cc3)CC2)cc1Cl	0.3	-0.4	0	-3	10	-1.0	-7	4	-1	1.9
CSc1ccccc1NC(=O)Nc1ccc(Cl)cc1	6.5	-0.9	8	-7	x	-1.1	-2	15	-5	3.4
CS(=O)(=O)N1N=C(c2ccc(Cl)cc2)CC1c1cccs1 (stereo not given)	4.4	0.2	-12	-1	x	0.1	2	-9	x	2.1
C/C(Cn1nnc([N+](=O)[O-])n1)=N\NC(=O)c1ccc(O)cc1	2.3	0.1	-6	0	21	2.1	-4	-4	1	1.3
CC(C)[C@H]1COCCS(=O)(=O)N1Cc1ccccc1	3.3	-0.3	5	-3	1	-0.5	-9	0	0	2.7
CCOC(=O)c1c(NC(=O)COC)sc(C(C)=O)c1C	1.5	-1.3	-8	-3	x	0.8	-5	-3	x	0.6
CCn1c(-c2csc3ccccc23)n[nH]c1=S	4.0	-1.5	7	1	-10	0.5	6	0	0	5.3
COc1ccc(F)cc1S(=O)(=O)NC1CCCC1	x	-0.3	1	-2	-39	-2.0	-10	0	x	1.2

Arranged by value in Wnt act (smallest number first): three of the compounds above.
smiles	Wnt act
O=C1COc2ccc(S(=O)(=O)CCC(=O)N3CCN(c4ccccc4)CC3)cc2N1	-5
CC1CCCN(C(=O)C(C)Nc2cc(Cl)ccc2N2CCOCC2)C1 (stereo not given)	0
COc1cc(/C=N/NC(=O)c2ccncc2)cc2c1OCO2	1

Source: PubChem BioAssay (several laboratories)
